OX1R antag-1 = blocks the human orexin 1 receptor | O43613 | inhibition, % at 6.6 µM | AID 485270 | OX1R-expressing cells, FRET antagonist read-out | actives 1.8% (n = 330,000); in the data active = inhibition mostly above about 38%, no sharp cut-off; inactive = mostly below about 40%;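 also: 0% = agonist challenge alone and 100% = reference antagonist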
Target sequence (O43613 whole entry, looked up): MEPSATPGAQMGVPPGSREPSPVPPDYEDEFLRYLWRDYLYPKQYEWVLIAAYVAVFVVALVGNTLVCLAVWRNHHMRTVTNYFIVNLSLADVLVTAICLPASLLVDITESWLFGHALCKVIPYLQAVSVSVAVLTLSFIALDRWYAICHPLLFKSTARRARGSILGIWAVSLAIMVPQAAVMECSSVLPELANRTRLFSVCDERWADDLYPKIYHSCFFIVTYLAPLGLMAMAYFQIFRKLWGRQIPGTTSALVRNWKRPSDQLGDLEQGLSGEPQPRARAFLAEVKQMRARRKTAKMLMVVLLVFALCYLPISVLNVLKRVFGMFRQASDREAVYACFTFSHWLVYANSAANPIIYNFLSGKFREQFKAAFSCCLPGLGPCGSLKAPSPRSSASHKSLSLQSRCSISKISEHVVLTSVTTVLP
CHT PAM = allosteric activators of human choline transporter CHT; CHT-expressing cells, membrane potential dye, choline EC20; active compounds read high; LV-AA mutant CHT in HEK293 cells; B-score at 10 µM; actives 0.49% (n = 310,000); AID 488977;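 active = initial fluorescence not abnormally high and integrated response B-score, plate-corrected, over 3 SD above library mean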
Target sequence (Q9GZV3 whole entry, looked up): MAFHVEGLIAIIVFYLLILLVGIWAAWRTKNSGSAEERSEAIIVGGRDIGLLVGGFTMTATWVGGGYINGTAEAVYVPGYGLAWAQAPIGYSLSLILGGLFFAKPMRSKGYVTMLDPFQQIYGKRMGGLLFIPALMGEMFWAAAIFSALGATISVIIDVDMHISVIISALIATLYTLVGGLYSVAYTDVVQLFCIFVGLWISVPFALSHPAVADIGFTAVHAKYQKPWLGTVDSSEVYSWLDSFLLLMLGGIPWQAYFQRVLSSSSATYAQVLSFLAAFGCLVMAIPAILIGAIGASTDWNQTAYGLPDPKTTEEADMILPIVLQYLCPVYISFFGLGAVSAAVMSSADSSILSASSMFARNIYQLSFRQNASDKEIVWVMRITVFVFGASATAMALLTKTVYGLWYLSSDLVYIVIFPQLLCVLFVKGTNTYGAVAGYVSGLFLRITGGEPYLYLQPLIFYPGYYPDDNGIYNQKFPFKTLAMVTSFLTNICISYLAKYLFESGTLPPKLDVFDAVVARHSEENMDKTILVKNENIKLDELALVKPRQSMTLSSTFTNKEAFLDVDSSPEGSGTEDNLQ
OX1R antag-2 = blocks the human orexin 1 receptor | O43613 | CHO/OX1R cells, Fluo-8 calcium fluorescence, orexin A | inhibition, % at 5 µM | actives 0.43% (n = 330,000) | AID 434989;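 active = inhibition above its plate's threshold, mean inhibition of all tested compounds on the plate plus 3 SD, cut at about 37% in these data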;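 also: 0% = orexin A challenge wells and 100% = SB-334867-A antagonist wells; not every result past the cut was called active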
Numbers without * were called inactive; i = inactive; x = no result given.

SMILES	OX1R antag-1	CHT PAM	OX1R antag-2
CN(C)/C=C(\C(=O)c1ccccc1)c1nnnn1-c1ccccc1	2	i	-11
Cc1cc(C(=O)CSc2nc3ccccc3c(=O)[nH]2)c(C)n1C	32	i	-10
Cc1ccc(NC(=S)N2CCC(c3nc4ccccc4s3)CC2)cc1	14	i	-31
O=C(c1ccco1)N1CCN(C(c2ccccc2F)c2nnnn2Cc2cccs2)CC1 (stereo unspecified)	20	i	-17
Cc1ccc(Nc2nnc(C3C(=O)N(C)C4(C)CC3c3cc(Br)ccc3O4)s2)cc1 (stereo unspecified)	-1	i	-29
Cc1cccc(C(=O)Nc2ccc(C(=O)/C=C/c3cccnc3)cc2)c1	22	i	-16
Cc1[nH]c2ccccc2c1C(=O)CN1CC(C)CC(C)C1 (stereo unspecified)	5	i	-9
CC1=Cc2ccccc2C(C#N)N1C(=O)c1ccccc1 (stereo unspecified)	13	i	-26
CC(=O)NC(C)c1nc2ccccc2n1CC(=O)N1C(C)CCCC1C (stereo unspecified)	10	i	5
COc1cc(-c2cccc([C@H]3[C@@H]4C=CC[C@@H](C)[C@@H]4C(=O)N3Cc3ccccc3)c2)cc(OC)c1OC	18	x	-5
O=C(c1ccc2c3c(cccc13)C(=O)N(O)C2=O)N1CCCCC1	72*	i	7
O=c1c2ccccc2nc(SCc2cccc(F)c2)n1-c1cccc(S(=O)(=O)N2CCCC2)c1	9	i	-4
Cc1ccc(-c2csc(NC(=O)c3cccc([N+](=O)[O-])c3)n2)cc1	14	i	-29
CCn1c(SCC(=O)Nc2cccc(NC(C)=O)c2)nnc1C(C)C	9	i	-1
C/C(=N\NC(=O)c1ccccc1C)c1cccnc1	19	i	-11
CCC(C)(C(=O)NC1CCCC1)N(C(=O)c1cnccn1)c1c(C)n(C)n(-c2ccccc2)c1=O (stereo unspecified)	14	i	-17
COc1cc(C(=O)NCc2ccc(C)cc2)ccc1OCc1c(C)noc1C	13	i	-18
COC(=O)c1ccc(CNC(=O)C2CCC(=O)N(C3CCCCCC3)C2)cc1 (stereo unspecified)	-5	i	-34
COc1ccc(NC(=O)CN2C(=O)NC(CC(C)C)C2=O)cc1S(=O)(=O)N1CCOCC1 (stereo unspecified)	-4	x	4
Cc1ccc(C(=O)c2c[nH]c(C(=O)NCc3cccnc3)c2)cc1	3	i	-24
C=CCNc1nc(N)c([N+](=O)[O-])c(N2CCCCCC2)n1	17	i	-18
C/C(=N\NC(=O)c1cccc(N2CCCC2=O)c1)c1ccc(N)cc1	24	i	-29
O=C(NCC(c1ccco1)N1CCCC1)c1sc2ccccc2c1Cl (stereo unspecified)	3	i	-39
COC(=O)c1c(C)oc(C)c(C(=O)OC)c1=O	16	i	-7
C[C@H](CO)N1C[C@H](C)[C@@H](CN(C)C(=O)Nc2ccccc2)Oc2ccc(NC(=O)CCC(F)(F)F)cc2C1=O	8	x	-10

Some values from the results shown.
Under OX1R antag-2, Cc1ccc(-c2csc(NC(=O)c3cccc([N+](=O)[O-])c3)n2)cc1 has -29
Under OX1R antag-1, C/C(=N\NC(=O)c1cccc(N2CCCC2=O)c1)c1ccc(N)cc1 has 24
Under OX1R antag-1, O=C(c1ccc2c3c(cccc13)C(=O)N(O)C2=O)N1CCCCC1 has 72*
Under OX1R antag-1, CCn1c(SCC(=O)Nc2cccc(NC(C)=O)c2)nnc1C(C)C has 9

The list continues.
SMILES	OX1R antag-1	CHT PAM	OX1R antag-2
CC(C)(C)/C(Cn1cncn1)=N\OC(=O)Nc1ccc(Cl)cc1	5	i	-19
C=CCc1cccc(CNn2cnnc2)c1O	21	i	-15
CC1CC(N(C(=O)C2CC2)c2ccccc2)c2ccccc2N1C(=O)C1CC1 (stereo unspecified)	10	i	-26
O=[N+]([O-])c1cccc(-c2nnc3c4ccccc4c4ccccc4n23)c1	22	i	-28
CCCc1nnc(NC(=O)CC(=O)OCC)s1	0	i	-17
O=C(CSc1ccccn1)Nc1ccc2c(c1)C(=O)c1ccccc1C2=O	32	i	-16
Cc1cc2oc(=O)c3c(c2cc1OC(=O)c1ccco1)CCCC3	17	i	-22
O=C(NCc1ccc(C(F)(F)F)cc1)C1CC(c2ccccc2[N+](=O)[O-])=NO1 (stereo unspecified)	20	i	-11
CCN(CC(=O)Nc1ccc(NC(C)=O)cc1)C(=O)c1ccc2c(c1)OCO2	3	x	-2
Cc1c(C)n(Cc2ccc(F)cc2)c2ccc(C(=O)N3CCN(c4ccccn4)CC3)cc12	22	i	-28
Cc1cccc(NC(=O)COc2ccccc2)c1	11	i	4
Cc1csc2nnc(N)n12	12	i	-8
O=S(=O)(Nc1ccncc1Cl)c1ccccc1	13	i	-10
CCCCC(=O)NC(=S)Nc1cc([N+](=O)[O-])ccc1OC	19	i	-14
CC(C)(C)Oc1ncc(Br)c(OC(C)(C)C)n1	-2	i	-4
COc1ccc2nc(N=Nc3ccc(O)c4ccccc34)sc2c1	10	i	-8
COc1cc(NC(=O)CSC(=S)N2CCCC2)c(OC)cc1Cl	15	i	-10
COc1ccc(-c2cc(C(F)(F)F)nc(N3CCOCC3)n2)cc1	22	i	-11
C[C@@H]1O[C@@H](O[C@@H]2C(=O)c3c(O)cc(O)cc3O[C@H]2c2ccc(O)c(O)c2)[C@H](O)[C@H](O)[C@H]1O	5	x	0
CC(=O)NCCn1c(SCC(=O)OCc2ccccc2)nc2ccccc2c1=O	13	i	-7
COc1ccc(-c2cc(NCc3ccccn3)n3ncnc3n2)cc1	26	i	-32
O=C(COC(=O)CNC(=O)c1ccccc1)NCCNC(=O)COC(=O)CNC(=O)c1ccccc1	-1	x	1
COc1ccc(CCC2(C)NC(=O)N(C(C)C(=O)N3c4ccccc4CC3C)C2=O)cc1 (stereo unspecified)	3	x	-7
Cc1cccc(NC(=O)CSc2cc(C(=O)c3nccn3C)c3ccccc3n2)c1	14	i	-15
CCC(C(=O)Nc1ccc2c(c1)OCCO2)c1ccccc1 (stereo unspecified)	7	i	4
(next part)
SMILES	OX1R antag-1	CHT PAM	OX1R antag-2
O=C(O)C/C=C(/NC(=O)OCc1ccccc1)C(=O)OCc1ccccc1	10	i	4
COc1ccc(NC(=O)Cn2cnc3c(nnn3-c3ccc(C)cc3)c2=O)cc1	0	i	5
COCC(=O)Nc1nc(-c2ccc(C)cc2)c(C)s1	8	i	-14
CCCCCCCCCC(=O)N[C@@H]1c2cc(OC)c(OC)cc2C[C@H]1OCc1ccccc1	23	x	-33
O=C(CN1C(=O)c2ccccc2C1=O)Nc1ccc(S(=O)(=O)N2CCOCC2)cc1	15	i	0
CC(C)(C)c1ccc(C(=O)NCCC(=O)NCc2cccs2)cc1	0	i	-3
COC(C/C=C\C(=O)COCc1ccccc1)OC	6	i	-11
Cc1cc(C(=O)N2CCc3c([nH]c4ccccc34)C2c2c(F)cccc2Cl)no1 (stereo unspecified)	23	i	-11
O=C(Cc1c(F)cccc1Cl)NCC(=O)OCc1ccccc1	12	i	5
COc1ccc(NC(C)=O)cc1NC(=O)c1ccc(C#N)cc1	22	i	-9
Cc1ccc(/C=N/NC(=O)Cn2nnc(N)n2)o1	26	i	-24
COc1ccc(OC)c(-n2c(-c3cccc(O)c3)n[nH]c2=S)c1	-3	i	-7
CCOP(=O)(OCC)c1nc(-c2cccc3ccccc23)oc1NCc1ccccc1	9	i	-31
COc1ccccc1CCNC(=O)C(=O)NCC1OCCN1S(=O)(=O)c1cccs1 (stereo unspecified)	33	i	3
CCc1c(C)nc2cc(C)[nH]n2c1=O	-1	i	3
COc1ccc(OC)c(NC(=O)CN(C)CC(=O)Nc2ccccc2Br)c1	8	i	-26
Cc1ccc(S(=O)(=O)c2nc(S(C)(=O)=O)sc2N2CCCCCC2)cc1	8	i	-18
COc1cccc(NC(=O)c2cccc(Cl)c2)c1	23	i	-3
CN(c1ccc(C(=O)N2CCc3ccccc3C2)cc1)S(C)(=O)=O	2	i	-22
COc1ccc(NC(=O)c2nc[nH]c2C(=O)N2CCC(C)CC2)cc1	34	i	-6
CCN(CC(=O)Nc1c(F)cccc1F)C(=O)CCNC(=O)c1ccc([N+](=O)[O-])cc1	29	i	-10
CCCOc1ccc(CSC(=N)N)cc1C(=O)OC	31	i	-12
Cn1nnc(NC(=O)c2cccc(F)c2)n1	2	i	10
COc1ccc(NC(=O)c2ccc3c(=O)n(CC4CCCO4)c(=S)[nH]c3c2)c(OC)c1 (stereo unspecified)	25	i	2
COc1ccc(-c2nc3ccccc3c(=O)n2CCOc2c(C)cccc2C)cc1	2	i	-14
Further compounds.
SMILES	OX1R antag-1	CHT PAM	OX1R antag-2
COc1ccc2[nH]cc(CCNS(=O)(=O)c3ccc(F)cc3)c2c1	10	i	-10
Cc1cc([N+](=O)[O-])ccc1NC(=S)NC(=O)Cc1ccccc1	-3	i	7
CC(OC(=O)c1ccccc1OCc1ccc(Cl)cc1)C(N)=O (stereo unspecified)	14	i	-6
COc1ccc(OC)c(/C=C2\Oc3cc(OCC(=O)N4CCC[C@H]4C(=O)O)ccc3C2=O)c1	38	i	-11
O=C(Nc1cccc(Cl)c1)c1ccc(F)c(S(=O)(=O)N2CCN(c3ccccn3)CC2)c1	28	i	7
Cc1cc(C)cc(NC(=S)Nc2ccc3cn[nH]c3c2)c1	4	i	-21
COc1ccc(C(=O)Nc2nc(N)n(-c3ccccc3)n2)cc1	16	i	9
O=C(Cc1ccccn1)c1ccccc1	17	i	-25
O=C(Nc1ccc(Br)cc1)c1cccc2c1C(=O)N(C1CCCCC1)C2	10	i	-5
CCOC(=O)CCc1c(C)c2ccc(OCC(=O)OC(C)C)cc2oc1=O	22	i	-31
CC(C)(C)OC(=O)Nc1ccc([C@@H](NC(=O)OC(C)(C)C)C(=O)OC(C)(C)C)cc1	-1	x	-9
O=C1C(N2CCOCC2)=C(n2nnc3ccccc32)C(=O)c2ccccc21	189*	i	-22
O=C(Nc1nccs1)c1ccc(-c2ccc(Cl)cc2)o1	49*	i	6
Cn1c(SCC(=O)Nc2sccc2C#N)nnc1-c1ccccc1	5	i	-8
CCc1ccc(NC(=S)N(CCCN2CCOCC2)Cc2ccco2)cc1	6	i	-26
COc1ccc(OCC(=O)Nc2ccc(NC(=O)c3cccs3)c(OC)c2)cc1	34	i	-31
O=C(CSc1nnc(-c2ccccc2)c(-c2ccccc2)n1)N1CCOCC1	35	i	-21
Cn1c(=O)c2c3c(sc2n2cnnc12)CCC3	3	i	-8
c1cc2c3c(cccc3c1)NC(c1ccc3c(c1)OCO3)N2	-4	i	-4
COc1ccc(NS(=O)(=O)c2cc(OCC(N)=O)c(C)cc2Cl)cc1	26	i	-17
CC(=O)c1ccc(Oc2cc(C)nc(-n3nc(C)cc3C)n2)cc1	34	i	-27
COc1cccc(-n2c(SCC(=O)NC3CCCCC3)nc3n[nH]c(C)c3c2=N)c1	30	i	-6
O=c1ccc(/C=C/c2ccccc2)nn1Cc1ccccc1	17	i	-25
CCN1CCc2c(sc(N)c2C(N)=O)C1	27	i	2
COc1ccccc1NC(=O)Cn1c(O)c(N=NC(=O)c2ccccc2O)c2ccccc21	31	i	-17

Part of the list above in order of molar mass, largest number first:
SMILES	OX1R antag-1	CHT PAM	OX1R antag-2
O=C(CN1C(=O)c2ccccc2C1=O)Nc1ccc(S(=O)(=O)N2CCOCC2)cc1	15	i	0
CCn1c(SCC(=O)Nc2cccc(NC(C)=O)c2)nnc1C(C)C	9	i	-1
O=[N+]([O-])c1cccc(-c2nnc3c4ccccc4c4ccccc4n23)c1	22	i	-28
CC(=O)c1ccc(Oc2cc(C)nc(-n3nc(C)cc3C)n2)cc1	34	i	-27

Back to the main list; the 4 compounds before the break are reprinted first.
SMILES	OX1R antag-1	CHT PAM	OX1R antag-2
COc1cccc(-n2c(SCC(=O)NC3CCCCC3)nc3n[nH]c(C)c3c2=N)c1	30	i	-6
O=c1ccc(/C=C/c2ccccc2)nn1Cc1ccccc1	17	i	-25
CCN1CCc2c(sc(N)c2C(N)=O)C1	27	i	2
COc1ccccc1NC(=O)Cn1c(O)c(N=NC(=O)c2ccccc2O)c2ccccc21	31	i	-17
CCOc1ccc(N(CC(=O)NCCSc2ccccn2)S(C)(=O)=O)cc1	25	i	-32
Cc1cccc([C@H](NC(=O)OC(C)(C)C)C(=O)OC(C)(C)C)c1	0	x	-20
CC1CCCC(NC(=O)CN2C(=O)c3cccnc3Oc3ccc(Cl)cc32)C1C (stereo unspecified)	15	i	-23
COc1cc(C(=O)NC2=NCCS2)ccc1OCc1c(C)noc1C	14	i	-13
Clc1cccc(Nc2nc(N3CCOCC3)nc(N3CCOCC3)n2)c1	9	i	-11
CCN(CC(=O)Nc1c(F)cccc1F)C(=O)c1ccc(-c2ccc(C(C)=O)cc2)o1	19	x	-5
CCC1=NN(C(=O)CCc2ccccc2O)C(O)(C(F)(F)F)C1 (stereo unspecified)	8	i	-8
COc1ccccc1NC(=O)CSc1ccc2nnc(CCNC(=O)c3ccccc3)n2n1	24	i	-29
O=C(NCC1CCOCC1)c1ccc2nc(Cc3cccc(Cl)c3)oc2c1	37	i	-17
CC1(C)CC[C@]2(C(=O)O)CC[C@]3(C)C(=CC[C@@H]4[C@@]5(C)CC[C@H](O[C@@H]6O[C@H](C(=O)O)[C@@H](O)[C@H](O[C@@H]7OC[C@H](O)[C@H](O)[C@H]7O)[C@H]6O)C(C)(C)[C@@H]5CC[C@]43C)[C@@H]2C1	34	x	111*
Cc1cc(C)c2c(N)c(C(=O)NC3CC3)sc2n1	36	i	-10
CC(=O)Nc1ccc(NC(=O)CC2SC(=O)N(CC(=O)c3ccccc3)C2=O)cc1 (stereo unspecified)	13	i	-26
O=C(COc1coc(CN2CCN(c3ccccc3)CC2)cc1=O)Nc1ccccc1	13	i	-20
Cc1cc(/C=N/NC(=O)c2cccc([N+](=O)[O-])c2)c(C)n1-c1ccc(Cl)cc1Cl	37	i	-27

High-throughput results (PubChem BioAssay)
